KAT2A inh = qHTS Assay for Inhibitors of GCN5L2; GCN5L2 HAT assay, ThioGlo1 CoA-SH fluorescence; AID 504327, 2011; 0.21% of 390,000 active; Potency, µM (doses to about 58.9 µM), for inactives: at the top dose activity change, negative = inhibition, most hits filed as inhibitors; Histone acetyltransferase KAT2A (Homo sapiens), Q92830
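Titration-based screen in which CoA formation is detected via maleimide probe ThioGlo1 (50uM) turning fluorescent on thiol reaction; substrates H3(1-25) 75uM and acetyl-CoA 70uM, GCN5L2 20nM, 20 min incubation at room temperature.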
TDP1 cell noCPT = qHTS for Inhibitors of human tyrosyl-DNA phosphodiesterase 1 (TDP1): qHTS in cells in absence of CPT; DT40 Tdp1-/- hTDP1 cells, no CPT, ATP luminescence, 48 h; 15% of 420,000 active; Potency, µM (doses to about 46.2 µM), without a hit: top-dose activity change, negative = growth inhibition, usual class: inhibitors; also: nearly all actives have a fitted effect of over 55% in size
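Cells were dispensed at 400 per well, compounds added by pin tool, plates incubated ≥48 hr at 37 °C, then CellTiter-Glo added for 30 min at room temperature before luminescence reading. Line: DT40 Tdp1-/- complemented with hTDP1; camptothecin omitted.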
TDP1 inh = qHTS Assay for Inhibitors of Tyrosyl-DNA Phosphodiesterase (TDP1); recombinant TDP1, AlphaScreen DNA substrate cleavage; AID 485290, 2010; Tyrosyl-DNA phosphodiesterase 1 (Homo sapiens), Q9NUW8; 0.28% of 350,000 active; Potency, µM (highest dose often 130 µM), for inactives: at the highest dose activity change, negative = inhibition, most hits filed as inhibitors; also: nearly all actives have a fitted effect of over 40% in size
Target sequence (Q9NUW8 whole entry, looked up): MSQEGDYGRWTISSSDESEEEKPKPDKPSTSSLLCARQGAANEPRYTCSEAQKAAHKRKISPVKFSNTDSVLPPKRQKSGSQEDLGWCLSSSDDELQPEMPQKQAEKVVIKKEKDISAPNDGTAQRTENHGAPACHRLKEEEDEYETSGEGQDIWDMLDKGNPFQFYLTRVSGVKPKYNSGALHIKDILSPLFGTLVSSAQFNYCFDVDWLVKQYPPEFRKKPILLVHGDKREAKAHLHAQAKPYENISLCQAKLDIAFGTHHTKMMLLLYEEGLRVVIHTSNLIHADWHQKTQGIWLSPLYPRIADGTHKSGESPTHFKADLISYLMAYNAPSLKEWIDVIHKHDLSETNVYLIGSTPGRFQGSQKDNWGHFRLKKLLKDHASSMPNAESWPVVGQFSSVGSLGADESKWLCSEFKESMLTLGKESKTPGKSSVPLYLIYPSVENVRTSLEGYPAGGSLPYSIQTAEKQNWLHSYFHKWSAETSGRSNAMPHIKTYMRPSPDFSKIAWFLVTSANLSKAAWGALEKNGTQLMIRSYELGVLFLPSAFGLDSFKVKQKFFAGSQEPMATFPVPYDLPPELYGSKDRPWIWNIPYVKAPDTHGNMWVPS
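Recombinant E. coli-expressed Tdp1 (1 nM) preincubated with compound 15 min at RT, then 5'-biotin/3'-phosphotyrosine-FITC DNA substrate (15 nM) added for 5 min. AlphaScreen beads (10 ug/ml) added, 10 min RT; tyrosine-FITC cleavage read as signal loss.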
An asterisk follows results filed as active; ? = inconclusive; . = no result given; & = joins results of further samples; [ ] = remark or other dose. Calls follow the shape of the dose curve; as a rule, active = well fitted curve in the direction sought with a large enough effect; inconclusive = small, poorly fitted or top-dose-only effect, or another doubt; inactive = no such curve, though single readings can be large; an effect the other way counts as inactive or inconclusive. % is scaled to controls: 0 for no effect and ±100 for the full control effect; potency is read from the fitted curve at half-maximal effect. An excerpt. The share of hits here may be higher or lower than overall.

1: CCn1nc(C)c(/C=N\NC(=O)c2cccc(OC)c2)c1C
2: O=C(c1cccn(Cc2ccc(Cl)c(Cl)c2)c1=O)N1CCOCC1
3: O=C(CCc1ccc(O)cc1)NNC(=S)NCCc1ccccc1
4: CC(c1c(O)c2ccccc2[nH]c1=O)C1(C)CCC(O)C(C)(C)O1 (centres undefined)
5: CCN(c1ccccc1)S(=O)(=O)c1ccc(Cl)c(NC(=O)CN(C)C2CCN(C)CC2)c1

Compound | 1 | 2 | 3 | 4 | 5
KAT2A inh | -4.8% | -10.4% | -3.1% | 8.5% | 23.9%
TDP1 cell noCPT | 16.9% | -18.7% | -20.2% | ? | 16.4µM*
TDP1 inh | 0.0% | 4.0% | 0.0% | 2.6% | .

Structural class: the compounds so far containing a Cl atom
2: O=C(c1cccn(Cc2ccc(Cl)c(Cl)c2)c1=O)N1CCOCC1
5: CCN(c1ccccc1)S(=O)(=O)c1ccc(Cl)c(NC(=O)CN(C)C2CCN(C)CC2)c1

Compound | 2 | 5
KAT2A inh | -10.4% | 23.9%
TDP1 cell noCPT | -18.7% | 16.4µM*
TDP1 inh | 4.0% | .

Continued:
6: COc1ccc(NC(=O)CSc2ccc(NC(C)=O)cc2)cc1S(=O)(=O)N1CCOCC1
7: Cn1cc(NC(=O)OCc2ccc(Cl)cc2)c(C(F)(F)F)n1
8: Cc1cc(C(=O)Nc2sc3c(c2C#N)CCC(C)C3)no1 (centres undefined)
9: NC(C(=O)O)c1ccc(O)cc1 (centres undefined)
10: Cc1ccc(C)c(Nc2cc(C)nc3ncnn23)c1

Compound | 6 | 7 | 8 | 9 | 10
KAT2A inh | -5.9% | -14.5% | -2.5% | 1.0% | -17.5%
TDP1 cell noCPT | -4.4% | ? | ? | . | -0.9%
TDP1 inh | 0.0% | 1.2% | 2.3% | 1.7% | .

11: COc1ccc(Cl)cc1NC(=O)Cn1c(=O)n(Cc2ccc(F)cc2)c(=O)c2cccnc21
12: COC(=O)c1c(C(=O)OC)c2ccccn2c1C(=O)c1ccc([N+](=O)[O-])cc1
13: O=C(CSc1ccc(-c2nc3ccccc3[nH]2)cn1)Nc1ccc(S(=O)(=O)NC2CC2)cc1
14: Cc1cccc(NC2(C(F)(F)F)N=C3SCCN3C2=O)n1 (centres undefined)
15: Cc1cc(=O)n(Cc2ccccc2Cl)c2c1c(C)nn2-c1ccccc1

Compound | 11 | 12 | 13 | 14 | 15
KAT2A inh | 2.9% | -6.9% | -1.8% | 0.0% | 2.0%
TDP1 cell noCPT | 9.2µM* | -23.2% | 20.6µM* | 6.0% | ?
TDP1 inh | -2.0% | . | 2.3% | 2.3% | 1.9%

Four of the compounds above, as labelled records:
13	O=C(CSc1ccc(-c2nc3ccccc3[nH]2)cn1)Nc1ccc(S(=O)(=O)NC2CC2)cc1
  KAT2A inh: -1.8%
  TDP1 cell noCPT: 20.6µM*
  TDP1 inh: 2.3%

14	Cc1cccc(NC2(C(F)(F)F)N=C3SCCN3C2=O)n1 (centres undefined)
  KAT2A inh: 0.0%
  TDP1 cell noCPT: 6.0%
  TDP1 inh: 2.3%

11	COc1ccc(Cl)cc1NC(=O)Cn1c(=O)n(Cc2ccc(F)cc2)c(=O)c2cccnc21
  KAT2A inh: 2.9%
  TDP1 cell noCPT: 9.2µM*
  TDP1 inh: -2.0%

15	Cc1cc(=O)n(Cc2ccccc2Cl)c2c1c(C)nn2-c1ccccc1
  KAT2A inh: 2.0%
  TDP1 cell noCPT: ?
  TDP1 inh: 1.9%

Continued:
16: CC1CCC(N2CCN(S(=O)(=O)Cc3ccccc3)CC2)CC1 (centres undefined)
17: COCCNC(=O)c1ccc(CN2CCC(Cc3ccccc3)CC2)cc1
18: COC(=O)c1ccc(Oc2nc(Nc3ccc(C)c(C)c3)nc(N(C)C)n2)cc1
19: O=C(Nc1ccc(N2CCOCC2)cc1)c1ccc(COc2ccccc2)cc1
20: Cc1ccnc(SCC(N)=O)n1

Compound | 16 | 17 | 18 | 19 | 20
KAT2A inh | 0.5% | -9.3% | -8.9% | -5.4% | 0.1%
TDP1 cell noCPT | ? | 0.4% | 17.8µM* | -8.3% | ?
TDP1 inh | 8.2% | 2.1% | 2.6% | -3.7% | -3.6%

21: CCn1c(C(=O)N2CCCC(C(=O)O)C2)cc2sccc21 (centres undefined)
22: CCc1cc(=O)oc2cc(C)cc(OCC(=O)N3CCC(C(=O)O)CC3)c12
23: O=C(NCC(=O)N1CCN(c2ncccn2)CC1)c1cccs1
24: O=C(/C=C/c1cccc([N+](=O)[O-])c1)c1ccc2c(c1)OCCO2
25: O=C(NC(=O)c1ccccc1)OCCN1C(=O)c2ccccc2C1=O

Compound | 21 | 22 | 23 | 24 | 25
KAT2A inh | 4.3% | 1.1% | -1.7% | 1.0% | -1.2%
TDP1 cell noCPT | -7.1% | -2.2% | 1.3% | 18.4µM* | 4.1%
TDP1 inh | -0.7%[56.1 µM] | . | 3.9% | 4.7% | 0.0%

26: O=C(Cn1nnc2ccccc21)NNC(=O)c1ccccc1
27: CCn1ncc(Br)c1C(=O)Nc1ccc2c(c1)OCCO2
28: Cn1c2ccccc2c2nnc(SCc3ccc4nonc4c3)nc21
29: O=C(NCC1COc2ccccc2O1)c1ccc(NC(=O)c2ccco2)cc1 (centres undefined)
30: COc1ccc(OC)c(CCNC(=O)c2nn(C)c3c2CS(=O)(=O)c2ccccc2-3)c1

Compound | 26 | 27 | 28 | 29 | 30
KAT2A inh | 5.8% | -14.7% | 3.1% | -5.0% | -9.4%
TDP1 cell noCPT | -15.4% | -18.6% | -0.7% | ? | ?
TDP1 inh | 3.7% | 2.6% | 4.3% | 2.3% | 5.8%

31: CCN1CCN(S(=O)(=O)c2ccc(OC)cc2)CC1
32: CCOc1ccc(C(CC(=O)O)NC(=O)c2ccco2)cc1OC (centres undefined)
33: CCn1c(SCC(=O)NC(C)C(C)C)nc2cc(S(=O)(=O)N3CCOCC3)ccc21 (centres undefined)
34: CON
35: O=C(c1cc(-c2ccccc2)nc2ccccc12)N1CCOCC1

Compound | 31 | 32 | 33 | 34 | 35
KAT2A inh | -5.1% | -5.6% | -0.4% | -2.3% | -10.7%
TDP1 cell noCPT | -0.7% | -18.9% | -5.9% | 1.3% | -7.6%
TDP1 inh | 3.0% | 4.3% | 4.8% | 10.5%[56.1 µM] | 0.0%

36: CCOC(=O)c1ccccc1C(=O)N1CCOCCOCCOCC1
37: COc1cc(OC)c(OC)cc1/C=C/c1nc2cc3ccccc3cc2c(=O)n1-c1ccc(Cl)cc1
38: O=c1c2ccccc2nc2c3ccccc3c(NCc3ccco3)nn12
39: O=C(Nc1ccccc1)N(CCCN1CCOCC1)Cc1cccs1
40: Cc1ccc(Cn2cc(S(=O)(=O)c3ccc(Cl)cc3)c(=O)c3cc(F)ccc32)cc1

Compound | 36 | 37 | 38 | 39 | 40
KAT2A inh | 3.6% | -29.2% | -12.6% | -1.7% | -1.2%
TDP1 cell noCPT | -14.8% | 16.4µM* | 20.6µM* | -15.6% | 7.31µM*
TDP1 inh | 0.0% | 13.0% | -3.9% | 2.5% | -3.2%

41: COc1ccccc1C(=O)Nc1ccnn1C1CCN(C(C)CSC)CC1 (centres undefined)
42: COc1ccc(N2CCN(C(=O)CSc3nnc4c(C)cc5c(C)cc(C)cc5n34)CC2)cc1
43: O=C(Nc1cccc(C(F)(F)F)c1)Nc1ccon1
44: C=CCn1c(SCC(=O)Nc2ccccc2C)nc(O)cc1=O
45: Cc1ccccc1NC(=O)c1cccc2c1C(=O)N(C1CCCCC1)C2

Compound | 41 | 42 | 43 | 44 | 45
KAT2A inh | -1.8% | 0.5% | -5.3% | -2.0% | -1.0%
TDP1 cell noCPT | -14.3% | 23.1µM* | ? | 10.2% | ?
TDP1 inh | -0.7%[56.1 µM] | 0.0% | -0.1% | 1.4% | 1.0%

46: CCOc1ccccc1NC(=O)Nc1cccc(C(C)=O)c1
47: CCCN1CCN(CCNC(=O)Nc2cc(C)ccc2OC)CC1
48: Cc1onc(-c2ccccc2Cl)c1C(=O)NC(=S)Nc1ccccc1F
49: O=C1c2ccccc2C(=O)N1CCCCSc1nnc(-c2ccc(OC(F)F)cc2)o1
50: CCN(CC(=O)NC1CCS(=O)(=O)C1)S(=O)(=O)c1ccc(C)c(C)c1 (centres undefined)

Compound | 46 | 47 | 48 | 49 | 50
KAT2A inh | -9.3% | 3.0% | 3.1% | -6.5% | 1.9%
TDP1 cell noCPT | -30.1% | -5.6% | -23.4% | ? | -23.8%
TDP1 inh | 2.0% | -2.3% | -2.7% | 2.3% | 5.6%

51: CCOC(=O)c1c(C)n(CCNC(C)=O)c2ccc(O)cc12
52: COc1ccc(C(=O)N2CCC3(CC2)CN(c2ccc(-c4ccccc4)cc2)C3)cc1
53: CC(=O)N1CCc2ccc(S(=O)(=O)N3CCc4ccccc43)cc21
54: CC(C(=O)OCC(=O)Nc1cccc(S(=O)(=O)N(C)C)c1)N1C(=O)c2ccccc2C1=O (centres undefined)
55: CN(CC(=O)Nc1cccc(F)c1)CC(=O)N(C)CC(=O)Nc1ccccc1Br

Compound | 51 | 52 | 53 | 54 | 55
KAT2A inh | -9.2% | 5.2% | 4.6% | -6.4% | -7.3%
TDP1 cell noCPT | 3.5% | ? | 5.17µM* | -9.5% | ?
TDP1 inh | 6.6% | . | 8.2% | 2.6% | -0.6%[56.1 µM]

56: CCc1ccccc1NC(=O)c1cc(-c2ccco2)on1
57: O=C(NC1CCCCC1)c1cccc(N2C(=O)CCC2=O)c1
58: COc1cc(CCC(=O)NCc2ccc(S(N)(=O)=O)cc2)cc(OC)c1OC
59: CN(C(=O)c1cc(C(=O)N(C)c2ccccc2)cc([N+](=O)[O-])c1)c1ccccc1
60: CCCCCCCCNC(=O)c1cccnc1SCC(=O)Nc1ccccc1OC

Compound | 56 | 57 | 58 | 59 | 60
KAT2A inh | -6.6% | 2.1% | -4.1% | -10.5% | 0.4%
TDP1 cell noCPT | -3.9% | -7.7% | 4.8% | ? | 20.6µM*
TDP1 inh | 2.7% | -3.7% | . | . | 2.6%

61: CCN1CCN(C(=O)CCc2nnc(CCc3c[nH]c4ccccc34)o2)[C@@H](C)C1=O
62: COc1cc(NC(=O)C2CCN(S(=O)(=O)c3ccc(N4CCCC4=O)cc3)CC2)cc(OC)c1
63: CC(NC(=O)c1cc(F)c(F)cc1Cl)c1ccncc1 (centres undefined)
64: CS(=O)(=O)c1ccc(Cl)c(C(=O)OCC(=O)NC2CCCCCCC2)c1
65: CCOC(=O)N1CCN(CC(=O)c2c[nH]c3ccc(F)cc23)CC1

Compound | 61 | 62 | 63 | 64 | 65
KAT2A inh | -9.8% | -5.0% | -9.9% | -3.0% | -8.6%
TDP1 cell noCPT | 20.7% | ? | -2.6% | 3.3% | .
TDP1 inh | 4.6% | 1.6% | . | -0.4% | 1.5%

66: Cc1cc(-c2n[nH]c(=S)n2/N=C/c2ccc(C)s2)n[nH]1
67: Nc1ncnc2n[nH]c(Nc3ccc(F)cc3)c12
68: O=C(Cc1cccs1)N1CCCC(c2nc3c(nnn3Cc3ccc(F)cc3)c(=O)[nH]2)C1 (centres undefined)
69: COc1ccc(S(=O)(=O)c2ccccc2)cc1NC(=O)c1c(F)cccc1F
70: COCCCNC(=O)Cn1c(=O)n(-c2cccc(C)c2)c(=O)c2c3c(sc21)CN(C(C)=O)CC3
71: CC[C@H](C)[C@H](NC(=O)[C@H](Cc1ccc(O)cc1)NC(=O)[C@@H](NC(=O)[C@H](CCCNC(=N)N)NC(=O)[C@@H](N)CC(=O)O)C(C)C)C(=O)N[C@@H](Cc1cnc[nH]1)C(=O)N1CCC[C@H]1C(=O)N[C@@H](Cc1ccccc1)C(=O)N[C@@H](Cc1cnc[nH]1)C(=O)N[C@@H](CC(C)C)C(=O)N[C@@H](CC(C)C)C(=O)N[C@H](C(=O)N[C@@H](Cc1ccc(O)cc1)C(=O)N[C@@H](CO)C(=O)O)C(C)C
72: O=C1OCC(c2ccccc2)=C1c1ccc(S(=O)(=O)N2CCOCC2)s1

Compound | 66 | 67 | 68 | 69 | 70 | 71 | 72
KAT2A inh | -4.1% | -6.1%&-23.9% | -4.1% | 20.1% | 0.4% | -12.0% | 4.1%
TDP1 cell noCPT | 8.5% | . | 0.7% | ? | 8.7% | . | -13.1%
TDP1 inh | 9.1% | 10.8% | 5.1% | . | -1.0% | 14.1% | 0.5%

Screens (PubChem)
